G9a inh: G9a (human) methyltransferase inhibition; G9a H3K9 monomethylation, AlphaScreen, 2 h; Potency, µM (titrated, usually from 102 µM), inactives show at the highest dose activity, negative = inhibition, actives largely listed as inhibitors; 8.8% of 350,000 active; also: % is scaled to controls: 0 for no effect and ±100 for the full control effect; nearly all actives have a fitted effect of over 75% in size
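Chemiluminescent proximity detection of H3K9 monomethylation, read after 10 min bead incubation in the dark. Reaction: 20 nM G9a, 500 nM biotin-H3K9 peptide, 20 uM SAM cofactor, 2 h, room temperature, following 15 min enzyme-compound preincubation.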
POLB inh: blocks human DNA polymerase beta activity; Pol beta primer extension/strand displacement, fluorescence kinetic; Potency, µM (titrated, usually from 114 µM), inactives show at the highest dose activity change, negative = inhibition, actives largely listed as inhibitors; 1.3% of 340,000 active; also: % is scaled to controls: 0 for no effect and ±100 for the full control effect
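Kinetic readout of DNA synthesis with strand displacement by Pol beta. Compound and 10 nM enzyme sit 15 min at room temperature; 50 nM substrate starts the reaction, read immediately and at 10 min.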
POLI inh: blocks human DNA polymerase iota activity; Q9UNA4; Pol iota fluorescent replication assay, 10 min; Potency, µM (series often up to 115 µM), without a hit: top-dose activity, negative = inhibition, hits mostly inhibitors; 1% of 390,000 active
Target sequence (Q9UNA4 whole entry, looked up): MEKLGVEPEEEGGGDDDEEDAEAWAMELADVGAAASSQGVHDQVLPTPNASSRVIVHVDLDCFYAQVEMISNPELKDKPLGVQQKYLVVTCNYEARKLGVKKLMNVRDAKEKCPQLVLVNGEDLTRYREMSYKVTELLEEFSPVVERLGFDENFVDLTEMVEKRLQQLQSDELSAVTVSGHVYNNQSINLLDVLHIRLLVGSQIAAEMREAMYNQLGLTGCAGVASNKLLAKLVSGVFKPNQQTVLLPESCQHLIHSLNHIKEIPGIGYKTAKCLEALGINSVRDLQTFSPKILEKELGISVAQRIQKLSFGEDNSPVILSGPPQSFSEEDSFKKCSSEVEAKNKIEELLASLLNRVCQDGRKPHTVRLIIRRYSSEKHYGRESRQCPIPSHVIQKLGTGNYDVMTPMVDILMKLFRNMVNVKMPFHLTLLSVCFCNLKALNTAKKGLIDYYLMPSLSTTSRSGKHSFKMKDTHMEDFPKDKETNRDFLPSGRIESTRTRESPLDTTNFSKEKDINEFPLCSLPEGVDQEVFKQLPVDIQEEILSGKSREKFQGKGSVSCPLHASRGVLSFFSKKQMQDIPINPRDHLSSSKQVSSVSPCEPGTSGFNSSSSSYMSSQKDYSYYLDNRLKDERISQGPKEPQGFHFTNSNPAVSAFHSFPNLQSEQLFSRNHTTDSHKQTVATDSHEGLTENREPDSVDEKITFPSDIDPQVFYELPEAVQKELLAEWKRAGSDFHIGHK
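Fluorescent replication assay read twice, at 0 min and 10 min after adding 50 nM (final) substrate. Enzyme (10 nM) and compounds were first incubated 15 min at room temperature; enzyme-free buffer wells were negative controls.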
Pol kappa inh: DNA polymerase kappa (human) inhibition; purified Pol kappa, fluorescent DNA synthesis assay, 10 min; Potency, µM (doses to about 107 µM), inactives show top-dose activity, negative = inhibition, usual class: inhibitors; 0.53% of 400,000 active; AID 588579; also: % is scaled to controls: 0 for no effect and ±100 for the full control effect
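Kinetic fluorescence screen: compound preincubated 15 min RT with 10 nM enzyme; 50 nM substrate (final) initiates; reads at 0/10 min.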
BLM helicase inh: inhibitors of human Bloom syndrome helicase BLM; AID 2528; P54132; Potency, µM (doses to about 56.1 µM), for inactives: top-dose activity change, negative = inhibition, hits mostly inhibitors; 0.2% of 350,000 active; recombinant BLM DNA unwinding, fluorescence dequenching;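 also: plate controls were vehicle for no effect and no enzyme for full effect; nearly all actives have a fitted effect of over 35% in size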
POLH inh: inhibitors of human DNA polymerase eta | Q9Y253 | recombinant Pol eta, fluorescent DNA replication assay | Potency, µM (titrated, usually from 114 µM), without a hit: at the highest dose activity change, negative = inhibition, most hits filed as inhibitors | 1.2% of 390,000 active | AID 588591; also: % is scaled to controls: 0 for no effect and ±100 for the full control effect
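Pol eta at 10 nM preincubated with compounds 15 min at room temperature; reaction started with fluorescent substrate (50 nM final) and read kinetically at 0 and 10 min.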
APE1 inh: inhibitors of human APE1 endonuclease | recombinant APE1, TAMRA/BHQ-2 abasic DNA cleavage fluorescence | Potency, µM (highest dose often 65.8 µM), for the others: at the highest dose activity change, negative = inhibition, most hits filed as inhibitors | 0.35% of 350,000 active | AID 2517;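 also: plate controls were vehicle for no effect and reference inhibitor for full effect; nearly all actives have a fitted effect of over 55% in size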
Target sequence (P27695 whole entry, looked up): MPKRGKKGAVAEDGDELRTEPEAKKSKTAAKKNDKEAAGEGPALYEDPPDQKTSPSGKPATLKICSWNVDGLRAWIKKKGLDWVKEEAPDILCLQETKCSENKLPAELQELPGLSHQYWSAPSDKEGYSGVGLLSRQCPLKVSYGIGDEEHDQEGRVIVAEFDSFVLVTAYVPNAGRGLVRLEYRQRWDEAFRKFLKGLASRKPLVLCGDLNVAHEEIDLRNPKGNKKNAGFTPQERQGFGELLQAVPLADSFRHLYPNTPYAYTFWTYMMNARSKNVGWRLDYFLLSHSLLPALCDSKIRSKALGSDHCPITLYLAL
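APE1 at 0.75 nM preincubated 15 min at room temperature with compound. Reaction then started with 50 nM double-stranded THF-abasic substrate labelled with TAMRA/BHQ-2, and 525/598 nm fluorescence read kinetically. Activity taken as third-minus-first read difference, normalized to DMSO and NSC13755 controls.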
BAZ2B inh: blocks human BAZ2B; AlphaScreen BAZ2B-H3K14Ac peptide displacement; AID 504333; Potency, µM (doses to about 114 µM), for the others: top-dose activity change, negative = inhibition, hits mostly inhibitors; 4.4% of 360,000 active; Q9UIF8; also: % is scaled to controls: 0 for no effect and ±100 for the full control effect; nearly all actives have a fitted effect of over 60% in size
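Multi-concentration screen (max 110 uM) measuring displacement of acetylated histone H3 peptide from BAZ2B by AlphaScreen, using 50 nM protein, 50 nM peptide and 10 ug/mL streptavidin donor plus Ni-chelate acceptor beads.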
Anesthetic bind: candidate novel general anesthetic via apoferritin binding | 0.074% of 350,000 active | Potency, µM (highest dose often 77.5 µM), without a hit: at the top dose activity change, negative = displacement, hits mostly inhibitors | apoferritin/1-aminoanthracene competitive binding, fluorescence; also: % is scaled to controls: 0 for no effect and ±100 for the full control effect; nearly all actives have a fitted effect of over 20% in size
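Read-out: endpoint 1-AMA fluorescence, excitation 380 nm and emission 535 nm, after compounds sit 10 min at room temperature with 10 uM horse-spleen apoferritin in 50% saturated 1-AMA/PBS. Values come from four-parameter Hill fits.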
An asterisk follows results filed as active; u = inconclusive; x = not tested or not shown; & = joins results of further samples; [ ] = another dose, or the depositor's remark. Calls follow the shape of the dose curve; as a rule, active = well fitted curve in the direction sought with a large enough effect; inconclusive = small, poorly fitted or top-dose-only effect, or another doubt; inactive = no such curve, though single readings can be large; an effect the other way counts as inactive or inconclusive. Potency is read from the fitted curve at half-maximal effect. These rows are one share of the data; count on the stated rates, not on these rows.

The first 2 records (preview)
SMILES	G9a inh	POLB inh	POLI inh	Pol kappa inh	BLM helicase inh	POLH inh	APE1 inh	BAZ2B inh	Anesthetic bind
CC(=O)NS(=O)(=O)c1ccc(N=NN2CCCCCC2)cc1	-12%[12.7 µM]	3%	54%[activator]	-9%	-2%	5%	-4%	-16%	-6%
O=C(Oc1ccc(Br)cc1C(=S)N1CCOCC1)c1ccccc1	45µM*	7%	98%[activator]	0%	-6%	-15%	61%[activator]	10%	-8%

The whole of this part, from the first entry:
SMILES	G9a inh	POLB inh	POLI inh	Pol kappa inh	BLM helicase inh	POLH inh	APE1 inh	BAZ2B inh	Anesthetic bind
CC(=O)NS(=O)(=O)c1ccc(N=NN2CCCCCC2)cc1	-12%[12.7 µM]	3%	54%[activator]	-9%	-2%	5%	-4%	-16%	-6%
O=C(Oc1ccc(Br)cc1C(=S)N1CCOCC1)c1ccccc1	45µM*	7%	98%[activator]	0%	-6%	-15%	61%[activator]	10%	-8%
Cc1cc(C)n(C(=O)CCC(=O)NCc2ccccc2)n1	-24%	14%	12%	4%	0%	11%	-6%	-25%	-14%
Cn1nnnc1Sc1ncnc2scc(-c3cccc(S(C)(=O)=O)c3)c12	9%[0.501 µM]	x	u	-42%	x	1%	-9%	14%	x
O=C(COC(=O)Cc1c(Cl)cccc1Cl)Nc1ccc(OC(F)(F)F)cc1	34%[59 µM]	-14%	33%[activator]	-8%[60.1 µM]	-8%	-13%	-1%	-4%	-9%
Nc1nnc(SCC(=O)N2CCc3ccccc32)n1-c1ccccc1	-27%	1%	-10%	7%	-3%	-8%	0%	10%	-12%
CCCN1CCC(=O)N([C@H](CSc2ccccc2)Cc2ccccc2)CC1	x	3%	-8%&7%	14%&0%	-1%	-1%	-5%	-37%	-7%
COc1ccc(NC(=O)N2CC[C@@]3(CCCN(C(=O)c4csnn4)C3)C2)cc1	2%[12.7 µM]	x	x	1%[60.1 µM]	1%	x	1%	x	x
CCn1c2ccccc2c2nnc(NN)nc21	u	47%	34%[activator]	8%	-24%	-13%	-1%	u	4%
O=C(CN(Cc1cccs1)C(=O)CCC(=O)Nc1ccccn1)NCc1ccccc1	-5%	13%	52%[activator]	2%	0%	-14%	7%	2%	-8%
CC(=O)c1cccc(NS(=O)(=O)c2ccc3c(c2)NC(=O)CC(=O)N3)c1	-24%[59 µM]	19%	23%	-7%	-2%	-15%	x	-6%	4%
COCCCNC(=S)N1CCN(C(c2ccccc2)c2ccccc2)CC1	31%	32%	7%	-12%	-8%	-21%	19%	-25%	-3%
O=C(c1noc2c1CCCC2)N1CCN(Cc2ccccc2)CC1	18%[2.33 µM]	45%	6%[58.9 µM]	0%	0%	-4%	1%	-1%	-15%
COc1ccc(C2/C=C\CN(CC3CC3)C(Cc3ccccc3)C(=O)N2Cc2ccc(F)cc2)cc1 (stereo unspecified)	x	x	-28%	-4%	-9%	x	-4%	x	61%[activator]
Cc1cc(C)nc(-n2nc(C)cc2NC(=O)CN2CCCC2)n1	-4%	2%	8%	-3%	3%	1%	-2%	-11%	-4%
Cc1ccc(NCCc2ccc(C)nc2)cc1	50µM*	4%	u	3%	-2%	-2%	0%	-19%	-22%
C#CC(C)OC(=O)Nc1cccc(Cl)c1 (stereo unspecified)	x	x	x	3%[60.1 µM]	-3%	x	10%	x	-20%
O=C(Oc1ccccc1)c1ccc(NC(=O)c2ccco2)cc1	3.5µM*	49%	7%	-14%	1%	-12%	14%	-7%	-14%
Cc1ccccc1C(=O)Nc1cccc(C(=O)OCc2cc(=O)n3c4c(sc3n2)CCCC4)c1	2%[12.7 µM]	-10%	29%	-3%[60.1 µM]	-3%	-17%	x	-12%	1%
O=C(CSc1nnnn1C1CCCCC1)N1c2ccccc2Sc2ccccc21	3%[12.7 µM]	-2%	-1%	1%	-5%	-15%	-9%	4%	-9%
CCN(CC)S(=O)(=O)c1cc(C(=O)N(C)CC(=O)Nc2ccc(Cl)cc2)ccc1Cl	-11%[59 µM]	-6%	-4%	-6%	-7%	-11%	-3%	-5%	-20%
NC(=O)c1ccccc1NC(=O)CSc1cn[nH]n1	-5%[59 µM]	7%	u	-2%	4%	-10%	50%[activator][12.4 µM]	9%	-5%
O=C(c1ccc(S(=O)(=O)N2CCCCC2)cc1)N1CCCc2ccccc21	6%[12.7 µM]	-12%	-8%	-10%	-8%	1%	-1%	9%	-11%
CCCC#Cc1ccc2c(c1)COc1c3ccccc3nn1-2	10%[2.33 µM]	x	1%	8%	x	-16%	-4%	8%	x
Cc1ccc(C(=O)N(c2c(C)n(C)n(-c3ccccc3)c2=O)C(C)C)cc1	18%	-2%	-2%	2%	2%	7%	0%	10%	-10%
Fc1ccc(N2CCN(Cc3c[nH]c4ccccc34)CC2)cc1	-10%[59 µM]	2%	x	x	-1%	x	-3%	u	-3%
Cn1cnc(S(=O)(=O)N2CCCC(C(=O)NCc3ccccc3Cl)C2)c1 (stereo unspecified)	20%[59 µM]	3%	10%	2%[60.1 µM]	-1%	-15%	x	0%	5%
Cc1ccc(/C=C/S(=O)(=O)N2CCC(C(=O)O)CC2)cc1	7%[59 µM]	35%	18%	-14%	0%	14%	15%	8%	-11%
CCCCn1c(-c2nonc2N)nc2ccccc21	43%[activator]	5%	13%	-12%	-7%	-8%	-8%	16%	u
CCOC(=O)c1cc(C(=O)OCC)cc(-n2c(C)cc(C(=O)CN3CCOCC3)c2C)c1	u	19%	u	-9%	-5%	-2%	-4%	u	u
Cc1cc(NC(=O)C23CC4CC(C2)CC(n2cnc([N+](=O)[O-])n2)(C4)C3)no1	0%[59 µM]	7%	-12%	2%	-16%	-9%	7%	2%	2%
Cc1ccc(NC(=O)/C(=C\c2ccccc2)NC(=O)/C=C/c2ccccc2)cc1	-39%	0%	8%	-6%	-14%	-12%	-3%	14%	-9%
COc1ccc(CN(Cc2cc3cccc(C)c3[nH]c2=O)C(=O)N(C)C)cc1	-8%[12.7 µM]	-3%	-5%	1%	1%	-4%	0%	0%	-11%
COCCn1c(SCC(=O)NCCCN2CCCC2=O)nc2ccccc2c1=O	x	x	23%	-2%	x	-13%	2%	x	x
O=C(Cc1ccccc1)N/N=C\c1ccc(Br)o1	-1%	-11%	u	-26%	-4%	-14%	-7%	-7%	-14%
C=C1CCN(C(CC(C)C)C(=O)OC)S(=O)(=O)c2ccccc21 (stereo unspecified)	22%[12.7 µM]	2%	3%&10%	-23%&15%	0%&-6%	-16%	-4%&0%	14%	2%&-16%
O=C(OCC(=O)C12CC3CC(CC(C3)C1)C2)c1ccc(CO)cc1	12%[12.7 µM]	x	-24%	-1%	x	-10%	26%	3%	x
Cc1ccc(Cl)cc1N1CCN(C(=S)NCc2ccco2)CC1	u	9%	10%	-9%	-2%	-11%	14%	u	u
Cc1cc2nc3c(c(C(F)(F)F)n2n1)CCCC3	19%	4%	151%[activator]	1%	1%	-12%	-2%	-2%	-7%
O=S(=O)(Nc1ncccn1)c1ccc(NS(=O)(=O)c2cccc(Cl)c2Cl)cc1	u	-2%	83%[activator]	-5%	-5%	-27%	3%	x	-10%
O=C(COc1ccc(Cl)cc1Cl)Nc1ccc(-c2ccc(N3CCOCC3)nn2)cc1	-7%	x	-6%	-3%	x	-4%	3%	2%	x
Cc1ccc(C2CC(=O)c3cnc(N4CCN(c5ccccc5)CC4)nc3C2)cc1 (stereo unspecified)	-7%	2%	20%	0%	-2%	-20%	0%	2%	-7%
CC(=O)Nc1ccccc1NC(=O)c1cccc2ccccc12	19%[59 µM]	39%	12%	-3%	2%	-10%	4%	9%	-5%
Cc1ccc(C(=O)Nc2cccc(C(=O)N/N=C/c3ccccc3F)c2)cc1	5%	-3%	-29%	-33%	0%	-4%	72%[activator]	5%	u
COc1ccc(OC)c(N(CC(=O)Nc2cccnc2)S(=O)(=O)c2ccc(OC)c(OC)c2)c1	5%[12.7 µM]	3%	8%	-8%	-9%	-5%	18%	-6%	58%[activator]
Cc1nc2c(-c3ccc(F)cc3)c(C)nn2c(C)c1CCC(=O)Nc1ccc(F)cc1F	20%	-30%	7%	2%	-3%	3%	-5%	-17%	6%
O=C(NCCCN1CCOCC1)c1cc2c(=O)[nH]c3ccccc3c2s1	26%[59 µM]	32%	50%[activator]	-15%	3%	10%	-8%	4%	3%
Cc1ccc(-c2nc(C)sc2CC(=O)Nc2cccc(C)c2C)cc1	11%	9%[57.1 µM]	1%	-3%	2%	-16%	-1%	-2%	-13%
Cc1ccc(S(=O)(=O)N2CCN(C(=O)C(C)Cn3nc(C)c(C)c3C)CC2)cc1C (stereo unspecified)	50µM*	28%	31%[activator]	5%	-10%	-13%	42%	0%	0%
COC(=O)Cn1c2ccc(C)cc2c2nc3ccccc3nc21	23%	38%	15%	-13%	1%	7%	2%	6%	0%

Other records follow:
SMILES	G9a inh	POLB inh	POLI inh	Pol kappa inh	BLM helicase inh	POLH inh	APE1 inh	BAZ2B inh	Anesthetic bind
Cc1cc(C(=O)OCC(=O)c2ccc(Br)s2)c(C)o1	-30%[59 µM]	3%	x	x	-5%	x	-3%	0%	u
C=CCOc1ccc(CN(C)CC(O)COc2cccc3ccccc23)cc1 (stereo unspecified)	40µM*	38%	u	1%	4%	-4%	-12%	50µM*	4%
CC1CCc2c(cc(-c3ccccc3)n2-c2ccc(C(=O)NC(C)C)cc2)C1 (stereo unspecified)	1%[59 µM]	0%	u	9%	-6%	-16%	x	-12%	29%
CCc1cccc2c(N=O)c(O)[nH]c12	30%	0%	5%	-4%	2%	-9%	1%	5%	-5%
Cc1ccccc1NC(=O)Cc1nc(COC(=O)COc2ccc(C(C)(C)C)cc2)cs1	6%[12.7 µM]	x	-18%	-18%	x	-15%	-17%	0%	x
Cc1cc(NC(=O)c2cccnc2Cl)ccc1NC(=O)c1cc2ccccc2o1	25%	39%	67%[activator]	-3%	-5%	-18%	3%	1%	3%
CCCc1cnc(N2CCN(C(=O)c3ccc(F)cc3)CC2)nc1	-4%	6%	6%	0%	-5%	2%	17%	-2%	-4%

Screening results (PubChem BioAssay)
